# p53ts 39C tox – qHTS Screen for Compounds that Selectively Target Cancer Cells with p53 Mutations: Cytotoxicity of p53ts Cells at the Nonpermissive Temperature | H1299-p53A138V viability at 39C, ATP luminescence, 24 h | Potency, µM (series often up to 46.1 µM), without a hit: top-dose activity change, negative = cell killing, usual class: cytotoxic | 130,000 tested, 1.5% active | AID 902, 2007; note: nearly all actives have a fitted effect of over 55% in size
# p53ts 32C tox – qHTS Screen for Compounds that Selectively Target Cancer Cells with p53 Mutations: Cytotoxicity of p53ts Cells at the Permissive Temperature; H1299-p53A138V at 32C, ATP luminescence viability, 24 h; Potency, µM (top dose mostly 46.1 µM), for the others: at the highest dose activity change, negative = cytotoxicity, usual class: cytotoxic; 130,000 tested, 0.93% active;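 note: 0% = DMSO and -100% = full killing by reference compound; nearly all actives have a fitted effect of over 55% in size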
#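 Cells: H1299 p53ts (A138V), 600/well, pre-incubated 16–30 h at 37C. Cpd up to 46 uM, 24 h, 32C. Readout: ATPlite luminescence, 20 min RT. Normalization: DMSO vs tamoxifen 100 uM. AC50 by Hill equation.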
# IkB signaling – IkB Signaling | ABC-DLBCL IkBa-CBG/CBR dual luciferase ratio, 4 h; response scale: scaled: untreated 0%, proteasome inhibitor 100% | Potency, µM (titrated, usually from 57.1 µM), inactives show at the highest dose IkBa stabilization activation | 110,000 tested, 0.04% active | AID 445, 2006; active = well fitted curve in the direction sought with a large enough effect in the signal ratio, not every such curve was filed as active; inconclusive = small, poorly fitted or top-dose-only effect, or a change in a side signal; the % refers to the signal ratio;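 note: the direction sought is a rising ratio; 0% = basal untreated cells and 100% = reference inhibitor full response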
#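 In this assay, an IκBα–CBG68 fusion accumulates when IKK-driven degradation is blocked; native CBR normalizes for cell number. OCI-Ly3 cells were treated 4 h with compound and doxycycline, then green and red light read after Chroma-Glo addition.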
# Imprint erasure – qHTS Assay for Compounds that Induce Erasure of Genomic Imprints; mouse ES Peg3-LacZ reporter, beta-gal luminescence, 40 h; Potency, µM (titrated, usually from 60.7 µM), without a hit: at the highest dose activity change, positive = activation, usual class: activators; 110,000 tested, 0.02% active; AID 1948, 2009;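 note: 0% = negative control wells on the plate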
#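 Readout: BetaGlo luminescence (5 min, room temp) for LacZ from the normally silent maternal Peg3 allele in female Peg3LacZ-Neo ES cells. Cells 300/well, 40 h, 37C, 5% CO2. Data normalized per plate to negative controls.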
# Active calls of the source: *; ? = inconclusive; / = not tested or not shown; [ ] = remark or other dose. Unless noted, calls come from the whole dose curve; as a rule, active = well fitted curve in the direction sought with a large enough effect; inconclusive = small, poorly fitted or top-dose-only effect, or another doubt; inactive = no such curve, though single readings can be large; an effect the other way counts as inactive or inconclusive. Unless noted, % is set by controls: 0 for no effect and ±100 for the full control effect; potency is the fitted concentration of half-maximal effect. Outcome played no part in choosing rows. About 1.7% of those tested had a hit in this group.
# Fields – p53ts 39C tox, p53ts 32C tox, IkB signaling, Imprint erasure
- COc1ccccc1C(=O)Nc1ccc2c(c1)nc1n2CCSC1
  3.2µM*, 4µM*, 6.3%, -51%[inhibitor]
- Nc1c(C(=O)Nc2cccc(F)c2)sc2nc(-c3cccs3)ccc12
  -23%, -14%, ?, -11%[10.9 µM]
- Cc1ccc(-c2nnn(CCC(=O)Nc3ccc4c(c3)OCO4)n2)cc1
  -6%, 4%, 0.8%, -16%
- Cc1ccccc1C(=O)Nc1ccc(Cl)cn1
  -27%, -26%, ?, -76%[inhibitor]
- COc1ccccc1N(CC(=O)Nc1cc(C)cc(C)c1)S(C)(=O)=O
  -14%, 1%, 4.5%, -3%[10.9 µM]
- Cn1c(=O)c2c(SCC(=O)NCc3ccco3)nc(-c3ccccc3Cl)nc2n(C)c1=O
  -5%, 10%, ?, 6%[10.9 µM]
- CC(C)(C)[Si](OCC[C@@H]1C[C@@]1(C)[C@@H](NP(=O)(c1ccccc1)c1ccccc1)c1ccccc1)(c1ccccc1)c1ccccc1
  0%, 5%, /, -7%
- CCn1c(SCC(=O)NCc2ccco2)nnc1-c1cccs1
  6%, 10%, 1.1%, -7%
- COc1cc2cc(CNc3ccccc3)c(=O)n(CC(=O)Nc3cccc(Cl)c3C)c2cc1OC
  2%, 9%, ?, 5%[10.9 µM]
- COc1ccc2[nH]c(=O)c(-c3noc(-c4ccc(F)cc4)n3)cc2c1
  7%, -10%, 0.1%, -4%
- COc1ccc(Nc2cc(=O)n(C3CCCCC3)c(=O)[nH]2)c(OC)c1
  -16%, -7%, 1.9%, -1%
- Cc1ccc(S(=O)(=O)N2C(=O)CCC2C(=O)NCc2ccco2)cc1 (stereo unspecified)
  -1%, 5%, 0.7%, 13%
- O=C(CCCc1c[nH]c2ccccc12)N1CCOCC1
  3%, -4%, 2.3%, -8%
- CN(C)C(=O)c1ccc(-c2ccc3ncnc(NC4CC4)c3c2)cc1
  -11%, -3%, -2.4%[11.4 µM], 4%
- CCN(CC)CCOC(=O)C12CC3CC(CC(C3)C1)C2
  -4%, 3%, -0.8%, -9%
- N=C1C(c2nc(-c3ccc(Cl)cc3)cs2)=C(O)CN1CCCN1CCOCC1
  -5%, -3%, 0.1%, -7%
- COc1ccccc1NC(=O)CSc1oc(-c2ccccc2)nc1S(=O)(=O)c1ccc(C)cc1
  3%, 9%, ?, -12%[10.9 µM]
- COc1ccc(C2CC(c3ccc(Cl)cc3Cl)Nc3nc(N)nn32)cc1OC (stereo unspecified)
  -4%, 0%, -1.7%, -12%
- Cc1ccc(C(C(=O)NC2CCCC2)N(Cc2ccco2)C(=O)CCC(=O)Nc2cc(C)on2)cc1 (stereo unspecified)
  -5%, 3%, /, /
- O=c1cnc2ccccc2n1CC1CCCCC1
  -18%, 4%, -0.2%, -7%
- S=c1c2[nH]cnc2ncn1CCSc1ncnc2nc[nH]c12
  -4%[9.22 µM], 2%[9.22 µM], 1.8%[11.4 µM], -1%[10.9 µM]
- COc1ccc(N(C(=O)c2ccccc2C)S(=O)(=O)c2ccc(C)cc2)cc1
  2%, 1%, ?, -5%[10.9 µM]
- Cc1ccc(NC(=O)CSc2nnc(CN3CCOCC3)n2-c2ccccc2)cc1
  23%, 3%, /, /
- Cc1ccc2c(n1)sc1c(N)ncnc12
  22%, 17%, -1.3%, 5%
- Cc1ccc(NC(=O)c2c(C)oc3ccc(O)c(CN4CCCCC4)c23)c(C)c1
  -20%, 1%, ?, -6%[10.9 µM]
- O=C(C1CCCN(S(=O)(=O)c2cccc3cccnc23)C1)N1CCc2ccccc21 (stereo unspecified)
  -5%, 9%, ?, -5%
- Cc1ccc(C2CC2C(=O)NNC(=S)Nc2cccc(Cl)c2)cc1 (stereo unspecified)
  9%, 3%, /, /
- CCc1nn(CC(=O)Nc2ccc(N(CC)CC)cc2C)c(=O)c2cc3sccc3n12
  -12%, 11%, ?, -3%[10.9 µM]
- CC(=O)c1c(C)[nH]c(C(=O)CSc2nc3ccccc3c(=O)n2CCCN2CCOCC2)c1C
  -1%, -7%, 0.6%, -8%
- COc1ccc(CCNC(=O)c2cnc3sc(N4CCOCC4)nn3c2=O)cc1
  -16%, 2%, -2.0%, 12%[10.9 µM]

# Fetched one by one from above:
# Fields – p53ts 39C tox, p53ts 32C tox, IkB signaling, Imprint erasure
- Nc1c(C(=O)Nc2cccc(F)c2)sc2nc(-c3cccs3)ccc12
  -23%, -14%, ?, -11%[10.9 µM]
- CCc1nn(CC(=O)Nc2ccc(N(CC)CC)cc2C)c(=O)c2cc3sccc3n12
  -12%, 11%, ?, -3%[10.9 µM]

# (further entries)
# Fields – p53ts 39C tox, p53ts 32C tox, IkB signaling, Imprint erasure
- COc1cc(OC)cc(-c2nc(-c3cc4cc(C)ccc4nc3OC)no2)c1
  5%, -1%, -0.5%, -1%
- CCOc1cc2[nH]c(=O)n(Cc3ccc(C(=O)NCCOC)cc3)c(=O)c2cc1OCC
  -1%, 5%, 0.0%, -4%
- O=C(c1csnn1)N1CCC[C@@]2(CCN(c3ccncc3)C2)C1
  -6%, -9%, -0.4%[11.4 µM], /
- Cc1c(-c2cccc(NC(=O)c3ccc(F)c(F)c3)c2)nc2ncccn12
  -12%, 3%, 0.7%, 3%[10.9 µM]
- CCn1c(=O)cc(OCC(=O)Nc2ccc(C)cn2)c2ccccc21
  -19%, -21%, ?, -8%
- CCNc1c(NC(=O)c2ccccc2OCC)c(=O)oc2ccccc12
  -20%, 14%, ?, -8%[10.9 µM]
- CCN(CC)S(=O)(=O)c1ccc(Oc2cccc(C(C)=O)c2)nc1
  -5%, -7%, 2.8%, -14%
- CC(=O)Oc1cccc(N2C(=O)C3C4C=CC(C4=C(C)C)C3C2=O)c1 (stereo unspecified)
  -6%, -13%, 2.7%, -11%
- COc1ccccc1C(=O)NC(CCSC)C(=O)NCC(c1ccco1)N(C)C (stereo unspecified)
  8%, -2%, 0.3%, -3%
- CCc1cccc(NC(=O)c2sc3nc[nH]c(=O)c3c2C)c1
  -22%, 8%, ?, 22%[10.9 µM]
- CCn1c2ccccc2c2nnc(SCC(=O)NCCOC)nc21
  -1%, 2%, -0.4%, -4%
- Cc1cc(C)n(C(=O)c2c([N+](=O)[O-])c(C)nn2C)n1
  17%, 12%, /, /
- Cn1c(SCC(=O)c2ccccc2)nnc1-c1ccco1
  22%, -3%, /, /
- COc1ccc(OC)c(C2N(c3cc(C)on3)C(=O)C3CCCN32)c1 (stereo unspecified)
  0%, -7%, -1.3%, -20%
- Cc1nc(N2CCc3ccccc32)[nH]c(=O)c1CCC(C)C
  2%, -1%, 0.0%, 0%
- COc1ccc(N2CCN(Cc3cc(=O)oc4cc(C)c(Cl)cc34)CC2)cc1
  10%, 10%, 0.4%, -7%
- CCCSCCCNC(=O)CN1C(=O)COc2ccc(S(=O)(=O)N3CCCCCC3)cc21
  -25%, 14%, ?, -1%[10.9 µM]
- O=C(OCC1CC(c2ccccc2)=NO1)c1ccc(Br)cc1 (stereo unspecified)
  18%, 1%, /, /
- COc1ccc(C(=O)Oc2ccc(/C=N/O)cc2)cc1
  -7%, 8%, 7.0%, -11%
- COc1cn(CC(=O)Nc2ccc(F)cc2)c(CN2CCCCC2)cc1=O
  -12%, 5%, 0.0%, -7%[10.9 µM]
- COCCCNC(=O)c1cc2c(-c3cccc(OC)c3)nn(C)c2s1
  9%, 23%, ?, 2%[10.9 µM]
- Cc1cc(NC(=O)C(C)C)ncc1NC(=O)c1cccc(F)c1
  -2%, -3%, -0.2%, -5%
- O=C1c2ccccc2C(=O)c2c(Nc3cc4c5c(ccc6c7ccc8c9c(cc(Nc%10cccc%11c%10C(=O)c%10ccccc%10C%11=O)c(c3c56)c97)-c3ccccc3C8=O)C(=O)c3ccccc3-4)cccc21
  8%[9.22 µM], 3%[9.22 µM], 0.1%[11.4 µM], -1%[10.9 µM]
- COc1ccccc1Nc1cc(C(=O)NC2CCC(C)CC2)c2ccccc2n1 (stereo unspecified)
  5%, -5%, 0.0%, -7%[10.9 µM]
- CCc1ccc(C2c3c(oc4ccc(F)cc4c3=O)C(=O)N2c2nc(C)c(C(=O)OC)s2)cc1 (stereo unspecified)
  5%, -6%, 1.2%, 2%[10.9 µM]
- COc1ccccc1-c1nn2c(C3COc4ccccc4O3)nnc2s1 (stereo unspecified)
  15%, 6%, 23%, -8%
- Cc1ccc(C)c2[nH]c(=O)c(CCNC(=O)c3ccc(Br)o3)cc12
  -17%, -9%, -3.1%, -10%
- O=c1c2c3c(sc2nc2sc(CN4CCOCC4)cn12)CCCC3
  8%, 9%, -1.4%, -4%
- CCOC(=O)NC(c1ccccc1)C1CCCCC1=O (stereo unspecified)
  -6%, -7%, -1.2%, -9%
- Cc1ccc(-c2nc(CNC(=O)Nc3ccccc3)c(C)o2)cc1
  ?, -4%, ?, -6%[10.9 µM]
- Cc1nc2ncnn2c(C)c1CCC(=O)NCc1ccco1
  -10%, -7%, -0.8%, -13%
- NC(=O)CC[C@H](N)C(=O)O
  -2%, -5%, /, ?
- Cc1nn(C(=O)c2ccccc2)c(C)c1S(=O)(=O)N1CCOCC1
  -8%, 14%, 4.0%, ?
- CCC(=O)OCCCNc1nc(-c2ccc(Cl)cc2)nc2ccccc12
  ?, -7%, 1.4%, -15%[10.9 µM]
- CCC(=O)Nc1ccc(CC)cc1-c1nc2ccccc2n(CC(=O)Nc2ccccc2C)c1=O
  -2%, 4%, ?, -8%[10.9 µM]
- CCOC(=O)c1oc2c(CN3CCN(C)CC3)c(O)ccc2c(=O)c1-c1ccccc1OC
  -10%, -3%, -1.6%, -4%
- Cc1ccc(Cl)cc1NC(=O)Cn1cc2c(n1)CCCCC2
  5%, -1%, -2.1%, -3%[10.9 µM]
- COc1ccc(C(=O)COC(=O)CN2C(=O)C3C4C=CC(C4)C3C2=O)cc1 (stereo unspecified)
  -1%, 5%, 0.8%, -5%
- Cc1nc2ccccc2n1CC(=O)NCCN1CCCC1
  5%, 1%, 0.4%, -12%
- CCCC1=Nc2cc(C(=O)N3CCC(C(=O)OCC)CC3)ccc2Sc2ccccc21
  -7%, 1%, ?, -5%[10.9 µM]
- CNC(=O)C1CCC(Cn2c(=O)c3sccc3n(CC(=O)Nc3cc(C)cc(C)c3)c2=O)CC1 (stereo unspecified)
  -12%, 4%, 0.0%, -6%[10.9 µM]
- O=C(Nc1nc2ccccc2[nH]1)c1ccccc1F
  1.6µM*, 1.3µM*, ?, -95%[inhibitor]
- Cc1ccc(-c2csc3nnc(SCC(=O)NCc4ccco4)n23)cc1
  5%, 1%, 2.1%, -18%
- CN(C)c1ccc(-c2nn3c(-c4ccncc4)nnc3s2)cc1
  10%, 15%, -1.3%, -8%
- CCc1ccc(Cn2nnc(C(=O)Nc3cccc(C)c3)c2N)cc1
  -10%, 4%, -1.9%, -3%
- Cc1ccc(N2CCN(S(=O)(=O)c3c(C)[nH]c(=O)[nH]c3=O)CC2C)cc1 (stereo unspecified)
  18%, -7%, -1.0%, -14%[10.9 µM]
- COc1ccc(CN2CCN(c3ccccn3)CC2)cc1OCc1ccccc1
  -3%, -10%, ?, -9%
- COC(=O)[C@@]1(Cc2ccccc2)[C@H]2c3cc(C(=O)N(C)C)n(CCF)c3C[C@H]2CN1C(=O)c1ccccc1
  -6%, 2%, /, 4%
- Cc1nc2ccccc2c(=O)n1NC(=O)c1ccco1
  -14%, 9%, /, /
- CC(C)(C)n1nnnc1C(c1cccs1)N1CCN(Cc2ccccc2)CC1 (stereo unspecified)
  -2%, -5%, 0.5%, -8%
- CCOc1ccc(OCC)c(NC(=O)c2cc(CN3CCOCC3)on2)c1
  -20%, -1%, -1.2%, -9%[10.9 µM]
- COc1cccc(CNC(=O)CSc2n[nH]c(-c3ccccc3Cl)n2)c1
  0%, -1%, ?, 6%[10.9 µM]
- Cc1ccccc1-c1noc(-c2cccnc2N2CCN(c3ccccc3)CC2)n1
  13%, 6%, 0.4%, -10%[10.9 µM]

# Molecules listed so far that contain bromine (2):
# Fields – p53ts 39C tox, p53ts 32C tox, IkB signaling, Imprint erasure
- O=C(OCC1CC(c2ccccc2)=NO1)c1ccc(Br)cc1 (stereo unspecified)
  18%, 1%, /, /
- Cc1ccc(C)c2[nH]c(=O)c(CCNC(=O)c3ccc(Br)o3)cc12
  -17%, -9%, -3.1%, -10%

# Source: PubChem
